# Screening data as filed in PubChem BioAssay.
# SR-BI DiI inh: inhibitors of mouse SR-BI mediated HDL lipid uptake. Q61009. ldlA[mSR-BI] CHO cells, DiI-HDL uptake fluorescence, 3 h. inhibition, % at 12.5 µM. AID 488896. hit rate 0.96% among 320,000;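 active means mean replicate inhibition of at least 70% and a set share of replicates each scoring 70 or more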;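 further: 0% = median of neutral control wells and 100% = median of positive control wells; values of inactives mirror those of a sister screen read the other way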
# CAL PDZ FP-1: inhibitors of human CAL PDZ peptide binding | purified CAL PDZ, TMR-peptide fluorescence polarization, 1 h | inhibition, % at 24.9 µM | hit rate 0.92% among 300,000 | AID 602252;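 active means mean inhibition of at least 30% with at least half of replicates also reaching 30%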;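 further: 0% = DMSO neutral control and 100% = excess unlabeled competitor peptide PRC23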
# MITF act: increases MITF-driven TRPM1 promoter luciferase signal. hit rate 0.75% among 300,000. activation, % at 12.5 µM. SK-MEL-5 TRPM1-promoter luciferase, 24 h; % of positive control, neutral wells = 0;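 active means mean activation of at least 80% with every replicate also reaching 80%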;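 further: 0% = neutral control wells and 100% = parthenolide positive control wells; values of inactives mirror those of a sister screen read the other way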
# PfHsp90 set2: inhibits growth of yeast expressing Plasmodium falciparum Hsp90. inhibition, % at 9.4 µM. hit rate 0.32% among 310,000. S. cerevisiae expressing PfHsp90, BacTiter-Glo ATP, 48 h; yeast lacking PDR1 and PDR3 efflux regulators;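 active means every replicate shows inhibition above about 80%, whatever the replicate mean, limit read from the data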;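 further: 0% = DMSO neutral controls and 100% = 20 µM radicicol positive controls; yeast relying on Plasmodium falciparum Hsp90 in place of its own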
# CAL PDZ FP-2: human CAL PDZ-peptide interaction inhibition; Q9HD26; purified CAL PDZ, TMR-peptide fluorescence polarization, 1 h; inhibition, % at 20 µM; hit rate 0.02% among 330,000; AID 504414;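 active means highest replicate inhibition of at least 40%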;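 further: plate controls were DMSO neutral control wells for no effect and unlabeled competitor peptide control wells for full effect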
#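 Test system: purified CerCALP PDZ construct; Compound dosing: one concentration, 20 µM compound; Also added: TMR-labelled reporter peptide T*-PRC34 bound in PDZ groove; Read-out: inhibition from polarization loss; Controls: unlabelled peptide and DMSO controls; Signal: FP readout, S and P plane fluorescence; Incubation: 1 h at RT.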
# SR-BI uptake up: SR-BI HDL lipid transfer activation; activation, % at 12.5 µM; hit rate 0.096% among 320,000; CHO ldlA[mSR-BI] cells, DiI-HDL uptake fluorescence, 3 h; 100 = double the neutral-control signal; AID 504775;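 active means mean replicate activation of at least 60% and every replicate at or above 60%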;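 further: 0% = median plate neutral-control signal and 100% = twice that signal; values of inactives mirror those of a sister screen read the other way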
#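 material = CHO ldlA[mSR-BI] cells | medium = Ham's F12 with 0.5% BSA, HEPES 25 mM, pH 7.4 | reagent = fluorescent DiI-HDL, 10 µg/mL final | compound dosing = single-point compound dose | incubation = 3 h, 37 °C | measured by = bottom-read fluorescence, 550/595 nm | measure = HDL uptake via cellular fluorescence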
# Rtt109 HAT inh: inhibitors of Candida albicans Rtt109/Vps75 histone acetyltransferase | inhibition, % at 34.9 µM | hit rate 0.16% among 330,000 | purified Rtt109/Vps75, ThioGlo CoA-SH fluorescence, 4 h;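 active means inhibition of at least 50% in every replicate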
# Target sequence (Q5AAJ8 whole entry, looked up): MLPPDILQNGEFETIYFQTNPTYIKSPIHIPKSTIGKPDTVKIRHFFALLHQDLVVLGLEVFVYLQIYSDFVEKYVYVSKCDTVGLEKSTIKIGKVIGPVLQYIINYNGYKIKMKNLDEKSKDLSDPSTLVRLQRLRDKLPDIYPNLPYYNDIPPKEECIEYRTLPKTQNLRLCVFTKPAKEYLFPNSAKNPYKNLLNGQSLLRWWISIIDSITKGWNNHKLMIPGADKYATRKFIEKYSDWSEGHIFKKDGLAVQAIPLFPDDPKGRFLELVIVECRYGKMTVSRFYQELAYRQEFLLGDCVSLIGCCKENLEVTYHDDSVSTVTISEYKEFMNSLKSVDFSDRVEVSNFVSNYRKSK
# NSD2 inh: blocks human histone methyltransferase NSD2 | inhibition, % at 12.5 µM | hit rate 0.54% among 310,000 | O96028 | NSD2 peptide methylation, AlphaScreen, 120 min; in the data active means inhibition above about 50%
# dFosB activator: activators of mouse delta FosB homodimer; activation, % at 25 µM; purified delta FosB, TAMRA-CDK5 oligo fluorescence polarization; percent of positive-control signal above neutral wells; hit rate 0.99% among 340,000; P13346;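 active means mean activation above about 17%, with every replicate also reaching it, limit read from the data, passing the limit was not always enough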;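 further: fluorescence polarization rise as delta FosB binds a TAMRA Cdk5 AP-1 oligo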
# Target sequence (P13346 whole entry, looked up): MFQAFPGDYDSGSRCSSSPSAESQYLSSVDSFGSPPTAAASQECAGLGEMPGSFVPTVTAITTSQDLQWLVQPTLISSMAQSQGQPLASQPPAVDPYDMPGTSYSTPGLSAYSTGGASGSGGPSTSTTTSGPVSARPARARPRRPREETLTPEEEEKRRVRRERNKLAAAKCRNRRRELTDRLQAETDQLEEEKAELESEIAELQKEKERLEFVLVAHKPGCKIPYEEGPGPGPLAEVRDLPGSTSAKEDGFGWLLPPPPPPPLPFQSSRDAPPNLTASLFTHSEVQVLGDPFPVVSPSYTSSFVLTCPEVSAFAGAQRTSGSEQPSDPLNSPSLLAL
# PvdQ acylase: blocks Pseudomonas aeruginosa PvdQ acylase activity. hit rate 0.063% among 340,000. purified PvdQ acylase, fluorescence plate reader. inhibition, % at 10 µM; in the data active means inhibition above about 30%, passing the limit was not always enough;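 further: 0% = vehicle neutral wells and 100% = reference inhibitor wells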
# Starred values were filed as active, the others as inactive; nt = no result given.
No.	mol	SR-BI DiI inh	CAL PDZ FP-1	MITF act	PfHsp90 set2	CAL PDZ FP-2	SR-BI uptake up	Rtt109 HAT inh	NSD2 inh	dFosB activator	PvdQ acylase
1	CC(C)[C@H](NC(=O)N1CCn2c1nc1ccccc12)C(=O)NCc1ccccc1Cl	4	nt	15	-4	-1.8	-4	4	-5	-2	0
2	Cc1ccccc1CN(C)Cc1cc(=O)oc2c(C)c(C)ccc12	nt	-6	14	-13	-2.6	nt	4	-2	-6	-13
3	C=CCn1c(=O)c2ccccc2n2c(SCc3nc4ccccc4s3)nnc12	-9	1	23	-24	-1.9	9	5	0	-23	-17
4	NC(=O)CSc1nnc(-c2ccco2)n1N	-18	nt	7	-9	0.0	18	-6	2	-7	-12
5	CC(C)(C)OC(=O)C[C@@H]1C/C=C\C[C@H](CC(=O)NCCO)C(=O)N[C@@H](Cc2ccccc2)COC1=O	-31	-2	-7	-15	-0.3	31	2	nt	0	-2
6	COc1ccc(-n2c(SC)nc(O)cc2=O)cc1	-4	1	-12	16	nt	4	-3	2	-5	-3
7	Cc1cc(C)c2nc(Cl)c(Cl)nc2c1	-29	nt	7	5	0.5	29	-2	-1	6	-8
8	CCN(CC)C(=O)CN1CCC(c2nc3cc(C)c(C)cc3[nH]2)CC1	-14	0	-15	4	-7.7	14	15	6	-6	11
9	COc1ccc(NC(=O)C2CCCN2C(=O)NC2CCCCC2)cc1 (configuration not stated)	-3	1	-11	-12	-1.4	3	-10	0	0	-15
10	Cc1ccccc1C(=O)NC1CCSC1=O (configuration not stated)	nt	-3	5	-9	1.1	nt	-9	0	-13	-11
11	CNC(=O)Cn1c(=O)n(C)c2ccccc21	-5	-1	-16	-24	-0.1	5	-13	-2	3	14
12	COc1ccc(/C=C2\C(=O)NCC(=O)N2Cc2ccccc2)cc1	-6	-4	-11	-21	-2.2	6	-6	10	-4	-4
13	CCCn1nc(C(=O)NNC(=O)c2cccc(C)c2)c2ccccc2c1=O	-1	-4	4	-14	-0.7	1	-3	0	-10	-16
14	Cc1cc(C)c(S(=O)(=O)Nc2c(C)n(C)n(-c3ccccc3)c2=O)cc1[N+](=O)[O-]	-1	-6	-5	40	0.1	1	-3	-1	-8	-18
15	CCOC(=O)Nc1ccc(C)cc1C	5	-1	7	2	-1.3	-5	4	-3	5	7
16	COc1ccccc1CNc1cc(C)ccn1	2	0	nt	-7	-0.6	-2	8	-2	-5	8
17	O=C(CN1C(=O)NC2(CCCCCC2)C1=O)Nc1ccc(Br)cc1Br	5	-5	33	-15	-2.0	-5	7	nt	-8	-9
18	O=C(Nc1cccc(-c2cccc(F)c2)c1)C1CCN(Cc2ccc(CO)o2)CC1	-5	-4	6	6	-1.7	5	0	2	-15	-1
19	Cc1cc(N2CCN(c3ccccc3)CC2)nc(-c2ccccc2)n1	15	-2	11	7	-0.3	-15	-1	11	0	8
20	CN(CCNC(=O)Cn1c(=O)sc2ccccc21)Cc1ccccc1	-16	4	-6	6	0.3	16	-10	nt	1	-1
21	Cc1cc(C)c(C#N)c(=N)o1	-11	4	-13	7	-1.3	11	-9	-3	2	-2
22	CCOc1ccc2c(c1)S/C(=C\c1cccs1)C(=O)N2	16	2	40	-12	1.5	-16	-10	-1	3	1
23	Cc1ccc(SCCC(=O)NC(C(C)C)C(C)C)cc1	-12	3	-4	11	-0.8	12	-13	1	-7	-15
24	Cc1ccc(C2=NS(=O)(=O)N(C)C(C(=O)N(C)C3CCCCC3)=C2)cc1	2	nt	-12	17	0.0	-2	-4	nt	-9	-11
25	Cc1ccc(-c2csc(NC(=O)COc3ccc(N(C)S(=O)(=O)c4ccc(C)cc4)cc3)n2)cc1	61	-2	2	-6	-2.1	-61	-2	-1	-3	-14
26	CCOC(=O)c1cccc(S(=O)(=O)N(CCO)Cc2cc3cc(OC)c(OC)cc3[nH]c2=O)c1	1	-4	-3	-1	0.3	-1	-3	nt	-4	-3
27	O=C(CCc1ccccc1)Nc1ccccc1[N+](=O)[O-]	-6	-2	42	5	0.4	6	3	5	0	-13
28	CCOc1ccccc1/C=N\Nc1cnn(Cc2ccccc2)c(=O)c1Cl	33	nt	2	-18	-0.2	-33	-3	-1	-14	-11
29	Cc1cc(C(=O)O)ccc1N/C=C1\CCCC(C)C1=O (configuration not stated)	-7	-1	-5	23	0.2	7	14	1	11	3
30	O=C(Nc1nnc(C2=COCCO2)o1)c1ccc(Cl)cc1	-21	-4	-8	-33	-1.9	21	-14	-5	1	-13

# Four compounds already listed, sorted by their value in SR-BI uptake up, ascending.
No.	mol	SR-BI DiI inh	CAL PDZ FP-1	MITF act	PfHsp90 set2	CAL PDZ FP-2	SR-BI uptake up	Rtt109 HAT inh	NSD2 inh	dFosB activator	PvdQ acylase
25	Cc1ccc(-c2csc(NC(=O)COc3ccc(N(C)S(=O)(=O)c4ccc(C)cc4)cc3)n2)cc1	61	-2	2	-6	-2.1	-61	-2	-1	-3	-14
26	CCOC(=O)c1cccc(S(=O)(=O)N(CCO)Cc2cc3cc(OC)c(OC)cc3[nH]c2=O)c1	1	-4	-3	-1	0.3	-1	-3	nt	-4	-3
12	COc1ccc(/C=C2\C(=O)NCC(=O)N2Cc2ccccc2)cc1	-6	-4	-11	-21	-2.2	6	-6	10	-4	-4
20	CN(CCNC(=O)Cn1c(=O)sc2ccccc21)Cc1ccccc1	-16	4	-6	6	0.3	16	-10	nt	1	-1

# Single values from the list.
# Result for O=C(CN1C(=O)NC2(CCCCCC2)C1=O)Nc1ccc(Br)cc1Br under dFosB activator: -8
# Result for Cc1cc(C)c2nc(Cl)c(Cl)nc2c1 under NSD2 inh: -1

# Additional entries
No.	mol	SR-BI DiI inh	CAL PDZ FP-1	MITF act	PfHsp90 set2	CAL PDZ FP-2	SR-BI uptake up	Rtt109 HAT inh	NSD2 inh	dFosB activator	PvdQ acylase
31	CCNC(=S)N(Cc1cc2cc(C)cc(C)c2[nH]c1=O)C1CCCC1	-18	-1	-2	-3	-1.7	18	3	6	-9	0
32	CCOc1ccc(C2C(C(=O)OC)=CN(C(C)c3ccccc3)C=C2C(=O)OC)cc1 (configuration not stated)	13	18	5	-43	-1.0	-13	-2	-5	-9	-23
33	CC(CSc1n[nH]c(=S)s1)c1ccccc1 (configuration not stated)	3	-1	-2	-37	-0.3	-3	0	2	-1	9
34	CN(C)N=Nc1ccc(-c2cn(Cc3ccccc3)cn2)cc1	0	-5	27	-10	-0.9	0	-7	6	-3	-6
35	CCC1CCCCN1CCCNC(=O)CN1C(=O)COc2ccc(S(=O)(=O)N3CCC(C)CC3)cc21 (configuration not stated)	-27	-7	10	-2	-2.9	27	7	9	-5	-19
36	C=CC(=O)Nc1ccc(Br)cc1	-32	2	13	-30	-1.6	32	3	0	13	-13
37	C1CCc2nnc(C3CC3)n2CC1	-15	-4	2	9	nt	15	1	1	3	8
38	Cc1cc(SCC(=O)c2cccs2)nc2ccccc12	-4	-1	9	-40	-1.0	4	1	-3	-2	-22
39	O=C(c1ccco1)n1nc(-c2ccccc2)nc1NCc1ccco1	-1	6	17	-47	0.0	1	-8	nt	-19	-3
40	CCOc1ccc(C(=O)Cc2ccccc2)cc1	6	-4	63	9	-0.4	-6	-1	-2	7	-3
41	CNC(=O)C1CC(=O)N(c2ccc(OCC(=O)NCc3ccccc3)cc2)C1 (configuration not stated)	-6	-5	-1	-18	-1.0	6	-5	3	1	-2
42	O=C1OC(c2ccccc2)=N/C1=C/c1cccc(OC(=O)c2cccs2)c1	-11	-5	-4	25	-2.5	11	-2	-3	-4	3
43	Cc1ccccc1N(C(=O)Cn1nnc2ccccc21)C(C(=O)NCc1ccco1)c1ccncc1 (configuration not stated)	nt	3	-2	0	-1.7	nt	6	0	-15	-3
44	COc1ccc(CC(NC(C)=O)C(=O)NC2CCN(c3nc(C)cc(C)c3C#N)CC2)cc1 (configuration not stated)	31	-7	-8	-4	-0.8	-31	53*	0	-8	6
45	CC1(c2ccc([N+](=O)[O-])cc2)NC(=O)N(CC(=O)c2ccc3c(c2)OCO3)C1=O (configuration not stated)	-36	-1	2	-44	0.5	36	5	0	-1	-13
46	CC(=O)NCCc1ccc(C(=O)COC(=O)c2cc(C)oc2C)cc1	23	-6	17	-1	-1.2	-23	-4	1	-9	-2
47	Cc1ccc(NC(=O)Cn2c(=O)cnc3ccccc32)cc1S(=O)(=O)N(C)C	-15	-4	-12	-7	-1.5	15	-3	5	-6	-14
48	Cc1cc(Nc2cccc(Cl)c2C)n2ncnc2n1	1	-3	3	2	-0.1	-1	10	nt	-4	7
49	CON(C)S(=O)(=O)c1cccc(C(=O)Nc2ccc(S(=O)(=O)NC3=NCCCCC3)cc2)c1	-24	2	-17	-3	-4.1	24	10	-2	-13	2
50	CCN(CC)C(=S)SCC(=O)c1ccc(Br)cc1	5	3	37	-6	-2.9	-5	-6	-3	-8	-15
51	C(=N\n1cnnc1)/c1cn(-c2cccs2)nc1-c1ccccc1	-6	-9	55	23	-3.9	6	1	4	-30	-4
52	Cc1c(O)ccc(/C(Cc2ccc3ccccc3n2)=N\O)c1O	2	-4	nt	20	-2.6	-2	12	1	-6	-28

# Entries shown so far that contain a cyano group:
No.	mol	SR-BI DiI inh	CAL PDZ FP-1	MITF act	PfHsp90 set2	CAL PDZ FP-2	SR-BI uptake up	Rtt109 HAT inh	NSD2 inh	dFosB activator	PvdQ acylase
21	Cc1cc(C)c(C#N)c(=N)o1	-11	4	-13	7	-1.3	11	-9	-3	2	-2
44	COc1ccc(CC(NC(C)=O)C(=O)NC2CCN(c3nc(C)cc(C)c3C#N)CC2)cc1 (configuration not stated)	31	-7	-8	-4	-0.8	-31	53*	0	-8	6

# One compound at a time (already shown):
# Record of Cc1ccc(NC(=O)Cn2c(=O)cnc3ccccc32)cc1S(=O)(=O)N(C)C = SR-BI DiI inh: -15; CAL PDZ FP-1: -4; MITF act: -12; PfHsp90 set2: -7; CAL PDZ FP-2: -1.5; SR-BI uptake up: 15; Rtt109 HAT inh: -3; NSD2 inh: 5; dFosB activator: -6; PvdQ acylase: -14
# Record of O=C(c1ccco1)n1nc(-c2ccccc2)nc1NCc1ccco1 = SR-BI DiI inh: -1; CAL PDZ FP-1: 6; MITF act: 17; PfHsp90 set2: -47; CAL PDZ FP-2: 0.0; SR-BI uptake up: 1; Rtt109 HAT inh: -8; NSD2 inh: nt; dFosB activator: -19; PvdQ acylase: -3
# Record of Cc1cc(Nc2cccc(Cl)c2C)n2ncnc2n1 = SR-BI DiI inh: 1; CAL PDZ FP-1: -3; MITF act: 3; PfHsp90 set2: 2; CAL PDZ FP-2: -0.1; SR-BI uptake up: -1; Rtt109 HAT inh: 10; NSD2 inh: nt; dFosB activator: -4; PvdQ acylase: 7

# No enrichment for hits; about 4.3% have a hit in one of these screens.
